Diaphorase act = counter-screen for diaphorase-based assays: diaphorase activators and chemical reducers; AID 1229; activation factor at 20 µM; Diaphorase/resazurin coupled assay, resorufin fluorescence, 16 min; hits give high values; 1 = vehicle wells, 0 = NADH-free wells; 190,000 compounds, 0.005% hits;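 active = diaphorase activity raised at least twofold by the compound at 20 µM; inactive = activation factor below 2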
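Test system: Clostridium kluyveri diaphorase, purified enzyme. Buffer or medium: 50 mM HEPES pH 7.4 buffer plus MgCl2 and Tween 20. Also added: 0.114 mM NADH and 0.1 mM resazurin, final amounts. Dosing: compound 20 µM once, DMSO 1%. Schedule: 16 min enzyme reaction, ambient temperature. Detection: fluorescence of resorufin, 544 nm excitation, 590 nm emission.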
NF-kB expr up = compounds increasing NF-kB expression in human neuronal cells; NF-kB reporter expression; hits give high values; 190,000 compounds, 1.6% hits; fold change at 12.5 µM; in the data active = fold change above about 3.3
FLuc act counter = affects firefly luciferase, flagging false hits in luciferase stimulation screens; P08659; ATPlite luciferase biochemical, luminescence, 10 min; 0 = ATP-free wells, 1 = DMSO control; activation factor at 10 µM; 200,000 tested, under 10 active;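 active = luciferase activation factor, scaled between plate controls, of at least 2 with compound at 10 µM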
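assay system = Luciferase/luciferin detection reagent, cell-free biochemical luciferase assay | also added = ATP substrate | times = 10 min post-reagent at room temperature | measured by = luminescence from luciferase reaction | measure = luciferase activation, seen as luminescence increase over controls | benchmarks = low control with PBS replacing ATP, high control enzyme plus ATP without compound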
APP transl inh = APP translation inhibition | SH-SY5Y APP 5'UTR-luciferase reporter, luminescence | 190,000 compounds, 0.82% hits | inhibition, % at 2 µM;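 active = inhibition above a set limit, derived from the sample mean plus 3 SD, cut at about 45% in these data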; also: values of inactives mirror those of a sister screen read the other way
FLuc inh counter = counter-screen for luciferase assay inhibitors: firefly luciferase inhibition | 200,000 compounds, 1.5% hits | ATPLite firefly luciferase biochemical luminescence, 10 min | P08659 | inhibition, % at 10 µM;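 active = inhibition above about 50% when tested at 10 µM, limit read from the data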
Diaphorase inh = counter-screen for diaphorase-based assays: diaphorase inhibitors and chemical oxidizers; diaphorase resazurin-to-resorufin fluorescence, NADH, 16 min; bacterial (C. kluyveri) enzyme, not human; inhibition, % at 20 µM; 190,000 compounds, 0.69% hits;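 active = primary screen inhibition at 20 µM above a set limit, cut at about 50% in these data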;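 also: plate controls were DMSO with full reaction for no effect and wells lacking NADH for full effect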
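Test system: bacterial diaphorase enzyme (C. kluyveri); Quantity: 0.14 U/mL diaphorase, enzyme working solution; Times: reaction incubation of 16 min at room temperature; Measured by: fluorescence of resorufin formed from resazurin, Ex 544/Em 590 nm; Benchmarks: positive control minus NADH, DMSO neutral control.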
APP 5'UTR act = activates APP 5'UTR luciferase reporter | SH-SY5Y APP 5'UTR luciferase reporter, luminescence; zero percent = DMSO vehicle wells | activation, % at 2 µM | 190,000 compounds, 1% hits | AID 1276;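 active = activation above a set limit, based on mean plus 3 SD of controls, cut at about 140% in these data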; also: values of inactives mirror those of a sister screen read the other way
G6PDH CS = counter-screen for G6PDH assay hits: L. mesenteroides G6PDH inhibition; Purified L. mesenteroides G6PDH, diaphorase/resazurin coupled fluorescence, 45 min; inhibition, % at 5 µM; 200,000 compounds, 0.12% hits; AID 1020; in the data active = inhibition above about 50%
STAT1 activator = STAT1 signaling activation. NIH 3T3 STAT1-luciferase reporter, IFN-gamma, luminescence; 100% = IFN-gamma alone, no compound. 200,000 compounds, 2.6% hits. activation (% of control), % at 5.5 µM;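 active = activation above the screen-wide mean activation plus 3 SD, cut at about 130% in these data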;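 also: raw ratio to IFN-gamma control signal so 100% means no change and 0% no light; values of inactives mirror those of a sister screen read the other way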
TLR4-MyD88 BLA = blocks binding of human TLR4 to MyD88. HeLa CL3-4 TLR4/MyD88 BLA complementation, FRET ratio. 200,000 compounds, 0.18% hits. inhibition, % at 8.4 µM. O00206+Q99836; in the data active = inhibition above about 25%;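 also: 0% = vehicle and 100% = reference inhibitor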
Target sequence (O00206 whole entry, looked up): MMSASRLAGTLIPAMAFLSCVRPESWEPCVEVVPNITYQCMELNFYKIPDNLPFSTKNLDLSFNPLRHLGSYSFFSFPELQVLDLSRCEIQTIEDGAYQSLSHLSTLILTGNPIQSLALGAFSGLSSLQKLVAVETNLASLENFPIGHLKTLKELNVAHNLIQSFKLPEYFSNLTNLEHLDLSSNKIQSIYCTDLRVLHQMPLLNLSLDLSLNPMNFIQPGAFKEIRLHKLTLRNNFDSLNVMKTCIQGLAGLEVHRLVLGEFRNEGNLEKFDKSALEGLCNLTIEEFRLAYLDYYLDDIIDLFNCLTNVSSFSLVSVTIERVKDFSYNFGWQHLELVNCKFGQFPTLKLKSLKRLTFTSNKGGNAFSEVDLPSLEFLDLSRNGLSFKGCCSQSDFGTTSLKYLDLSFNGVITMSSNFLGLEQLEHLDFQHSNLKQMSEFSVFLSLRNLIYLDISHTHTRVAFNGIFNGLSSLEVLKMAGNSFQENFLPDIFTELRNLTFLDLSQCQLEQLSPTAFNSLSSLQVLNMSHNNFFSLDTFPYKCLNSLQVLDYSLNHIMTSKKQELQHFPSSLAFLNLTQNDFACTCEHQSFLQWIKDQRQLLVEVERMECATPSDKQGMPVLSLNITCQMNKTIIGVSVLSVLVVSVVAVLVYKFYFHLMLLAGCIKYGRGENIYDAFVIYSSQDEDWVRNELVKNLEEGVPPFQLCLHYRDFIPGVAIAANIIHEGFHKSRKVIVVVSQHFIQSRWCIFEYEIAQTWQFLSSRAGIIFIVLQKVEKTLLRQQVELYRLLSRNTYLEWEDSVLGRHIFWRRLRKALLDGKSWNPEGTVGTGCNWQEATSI
Target sequence (Q99836 whole entry, looked up): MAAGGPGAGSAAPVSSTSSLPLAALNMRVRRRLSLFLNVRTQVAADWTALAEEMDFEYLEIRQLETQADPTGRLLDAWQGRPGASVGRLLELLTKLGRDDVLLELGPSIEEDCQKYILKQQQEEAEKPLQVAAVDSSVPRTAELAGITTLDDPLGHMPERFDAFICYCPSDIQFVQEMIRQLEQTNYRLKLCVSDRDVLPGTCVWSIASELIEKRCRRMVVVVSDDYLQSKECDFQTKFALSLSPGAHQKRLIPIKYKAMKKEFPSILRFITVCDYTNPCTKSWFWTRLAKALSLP
Starred values were filed as active, the others as inactive; . = not tested or not shown. Not all compounds are listed; the hit share may differ from the screen's.

SMILES	Diaphorase act	NF-kB expr up	FLuc act counter	APP transl inh	FLuc inh counter	Diaphorase inh	APP 5'UTR act	G6PDH CS	STAT1 activator	TLR4-MyD88 BLA
COC(=O)C(O)(c1ccc(NC(=S)NC(=O)c2ccc(Cl)cc2Cl)c(C)c1)C(F)(F)F (configuration not stated)	0.7	1.1	1.1	3	-6	30	-3	-2	91	8
C=CCn1c(O)c(C(C)=Nc2ccc(NC(C)=O)cc2)c(=O)[nH]c1=O	1.1	1.3	1.1	-8	-6	-5	8	3	94	-6
CN1CCN(c2nc(N(C)C)oc(=O)c2C#N)CC1	0.9	1.2	1	13	-3	6	-13	3	98	0
CCN(CC)CCCN=Cc1c(O)n(-c2ccccc2F)c(=O)[nH]c1=O	0.9	1.2	1.1	5	-7	14	-5	-2	102	-7
CCCCCn1c(N)c(C(=O)NCCN2CCOCC2)c2nc3ccccc3nc21	0.9	0.39	1	2	-2	9	-2	2	102	-17
O=c1[nH]c(=O)n(CC2CCCO2)c(O)c1/C=C1\C=Nc2ccccc21 (configuration not stated)	0.9	0.9	0.9	6	5	5	-6	10	87	-17
Cc1ccc2c(c1)CC1(CN2C)C(=O)NC(=O)N(c2cccc(C)c2C)C1=O (configuration not stated)	0.9	1.1	1.1	16	-8	10	-16	4	93	10
NP(=O)(OCC(F)(F)F)Oc1ccc(Cl)cc1 (configuration not stated)	1	0.89	1	-7	-3	0	7	15	101	11
CCCCCCn1c(O)c(C=NC2CCCCC2N)c(=O)[nH]c1=O (configuration not stated)	0.9	1	1	4	-2	14	-4	5	101	-17
C=CCN(CC=C)C(=O)Nc1ccc(OCC)cc1	0.9	0.98	1	19	3	10	-19	13	102	-9
CC(C)(C)NC(=S)N1CCn2cccc2C1c1cccnc1 (configuration not stated)	0.9	1	1.1	22	-7	9	-22	2	98	-2
CN1CCC(O)(c2ccc(Cl)cc2)C(C(=O)c2ccc(Cl)cc2)C1 (configuration not stated)	0.9	1.6	1	-2	-3	11	2	0	102	-6
Cc1ccc(-c2ccc(=O)n(CCC(=O)N3CCC4(CC3)OCCO4)n2)cc1	0.9	1.9	1	-2	0	7	2	2	113	-15
O=C(c1cc(S(=O)(=O)N2CCOCC2)ccc1F)N1CCC2(CC1)OCCO2	1	1.1	1	-20	4	2	21	-1	99	-5
C=CCn1c(O)c(C(C)=NCc2cccnc2)c(=O)[nH]c1=O	1	1	1.1	7	-6	5	-7	-6	103	-1
C[C@H]1O[C@@H](O[C@H]2[C@@H](O)C[C@H](O[C@H]3[C@@H](O)C[C@H](O[C@H]4CC[C@@]5(C)[C@H](CC[C@@H]6[C@@H]5CC[C@]5(C)[C@@H](C7=CC(=O)OC7)CC[C@]65O)C4)O[C@@H]3C)O[C@@H]2C)C[C@H](O)[C@@H]1O	0.9	0.82	1	94*	-5	10	-94	8	109	-2
O=C(Nc1cccc2ccccc12)c1nn(C23CC4CC(CC(C4)C2)C3)cc1Br	1	1.1	1	-1	-2	4	1	14	97	-13
Cc1ccc(S(=O)(=O)Nc2cc(C(=O)N3CCC4(CC3)OCCO4)ccc2N2CCCCC2)cc1	0.8	1.1	1	2	3	23	-2	10	97	-4
O=C(N/N=C/c1c(O)n(CCC2=CCCCC2)c(=O)[nH]c1=O)c1ccccc1	0.7	1.3	1.1	-8	-8	26	8	0	122	-12
CCCCOCCCn1c(N)c(C(=O)OC(C)COC)c2nc3ccccc3nc21 (configuration not stated)	0.9	0.65	1	-8	-2	6	8	4	100	0
Fc1ccc(C(OCCN2CCCC2)c2ccc(F)cc2)cc1	0.9	0.98	1	4	-4	9	-4	8	95	12
O=c1[nH]c(=O)n(CCc2ccc(F)cc2)c(O)c1C=NCCCN1CCOCC1	0.9	1.4	1.1	13	-7	11	-13	10	99	-4
NC(=O)CN1CC(c2ccccc2)CC1=O (configuration not stated)	0.9	1.1	1.1	25	-9	7	-25	1	98	-1
O=c1c2ccccc2nc(-c2ccco2)n1-c1ccccc1	0.9	1.1	1	-1	4	5	1	9	102	-2
COc1ccc(C(=O)CC2C(=O)N(C)C(=O)N(C)C2=O)cc1	0.8	0.88	1	-12	-4	21	12	6	104	-6
O=C(c1cccc([N+](=O)[O-])c1)C12CN3CN(CN(C3)C1)C2	0.9	.	1	-5	-4	6	5	11	101	-15
CN(C)P(=NC(=S)c1cccn1C)(N(C)C)N(C)C	0.8	0.91	1.1	7	-9	22	-7	-10	104	12
CCN(CC)C(=O)c1ccc(NC(=O)CSc2nnnn2-c2cc(OC)ccc2OC)cc1	1	0.67	1	9	-1	-2	-9	4	92	-18
CCOC(=O)N(C)c1ccc(C(O)(C(=O)OCC)C(F)(F)F)cc1 (configuration not stated)	0.9	1.5	1	11	-4	10	-11	13	92	4
NNC(=O)c1ccc(Cl)cc1	0.9	1.1	1.1	1	-6	11	-1	-8	103	-6
Cc1ccc(N2C(=O)NC(=O)C(CCc3ccccn3)(Cc3ccc(F)cc3)C2=O)cc1 (configuration not stated)	.	1.2	1	-3	-2	.	3	10	102	10
COc1ccc(-c2nc(CS(=O)CC(=O)N3CCC4(CC3)OCCO4)c(C)o2)cc1 (configuration not stated)	0.9	1.1	1	-10	1	5	10	4	89	-5
CCC(=Nc1ccc(OC)cc1OC)c1c(O)[nH]c(=O)[nH]c1=O	0.8	1.4	1	-15	1	23	15	5	102	4
Clc1ccc(N2CCNCC2)nn1	1	1.1	1.1	2	-7	1	-2	-2	100	-3
Cc1cc(C)cc(N2C(=O)NC(=O)/C(=C/c3cccn3-c3ccc(Cl)cc3)C2=O)c1	1.1	1	1.1	18	-8	-12	-18	9	86	4
CC(=O)c1ccc2c(c1)OCO2	1.1	1.2	0.9	4	7	-7	-4	9	93	3
CN1CCN(Cc2nc3ccccc3c(=O)[nH]2)CC1	0.9	1.4	1	9	-3	13	-9	-5	97	-8
Cc1cc(C)n2nc(C)[n+](C)c2n1	1.1	1.2	1	2	0	-7	-2	1	105	-6
O=C1CC(C(=O)N2CCC3(CC2)OCCO3)CN1CCc1ccccc1 (configuration not stated)	0.9	1	1.1	-3	-8	11	3	5	100	2
C1=C(CCNCc2ccccc2)CCCC1	0.9	1	1	13	-2	9	-13	-4	106	5
NCC(CC(=O)O)C1CCCCC1 (configuration not stated)	1	1.4	1	12	-5	4	-12	6	100	-3
CN1CCN(c2ccc([N+](=O)[O-])c(N3CCCCC3)c2)CC1	0.9	1	1	6	-4	12	-6	4	98	2
CCOC(=O)C1=CC(=C2C(=O)N(CC)C(=S)N(CC)C2=O)c2ccccc2O1	0.8	1.1	1.1	9	-6	16	-9	3	90	-9
Clc1ccc2c(c1)C(OC1CN3CCC1CC3)c1ccccc1CS2 (configuration not stated)	0.9	0.85	1.1	-2	-8	10	2	2	106	13
CCCCCn1c(=O)c(C(=O)Nc2ccccc2S(N)(=O)=O)c(O)c2ccccc21	.	1.2	1.1	10	-8	.	-10	11	102	-11
COc1ccccc1N1CCN(Cc2c(F)cccc2F)CC1	0.9	1.1	1	-3	1	9	3	1	102	2
CC1=CC(=C2C(=O)NC(=S)NC2=O)C=C(C(F)(F)F)N1Cc1ccccc1	1.1	1	1.1	90*	-9	-11	-90	6	75	5
C/C(=N/OC(=O)N(C)C)c1ncc(C(F)(F)F)cc1N1CCOCC1	0.9	1.1	1	11	-2	7	-11	6	101	-1

3 compounds out of the list, ordered by molar mass, ascending.
SMILES	Diaphorase act	NF-kB expr up	FLuc act counter	APP transl inh	FLuc inh counter	Diaphorase inh	APP 5'UTR act	G6PDH CS	STAT1 activator	TLR4-MyD88 BLA
CC(=O)c1ccc2c(c1)OCO2	1.1	1.2	0.9	4	7	-7	-4	9	93	3
COc1ccccc1N1CCN(Cc2c(F)cccc2F)CC1	0.9	1.1	1	-3	1	9	3	1	102	2
CCCCCn1c(=O)c(C(=O)Nc2ccccc2S(N)(=O)=O)c(O)c2ccccc21	.	1.2	1.1	10	-8	.	-10	11	102	-11

Structures listed so far that contain sulfur (11):
SMILES	Diaphorase act	NF-kB expr up	FLuc act counter	APP transl inh	FLuc inh counter	Diaphorase inh	APP 5'UTR act	G6PDH CS	STAT1 activator	TLR4-MyD88 BLA
COC(=O)C(O)(c1ccc(NC(=S)NC(=O)c2ccc(Cl)cc2Cl)c(C)c1)C(F)(F)F (configuration not stated)	0.7	1.1	1.1	3	-6	30	-3	-2	91	8
CC(C)(C)NC(=S)N1CCn2cccc2C1c1cccnc1 (configuration not stated)	0.9	1	1.1	22	-7	9	-22	2	98	-2
O=C(c1cc(S(=O)(=O)N2CCOCC2)ccc1F)N1CCC2(CC1)OCCO2	1	1.1	1	-20	4	2	21	-1	99	-5
Cc1ccc(S(=O)(=O)Nc2cc(C(=O)N3CCC4(CC3)OCCO4)ccc2N2CCCCC2)cc1	0.8	1.1	1	2	3	23	-2	10	97	-4
CN(C)P(=NC(=S)c1cccn1C)(N(C)C)N(C)C	0.8	0.91	1.1	7	-9	22	-7	-10	104	12
CCN(CC)C(=O)c1ccc(NC(=O)CSc2nnnn2-c2cc(OC)ccc2OC)cc1	1	0.67	1	9	-1	-2	-9	4	92	-18
COc1ccc(-c2nc(CS(=O)CC(=O)N3CCC4(CC3)OCCO4)c(C)o2)cc1 (configuration not stated)	0.9	1.1	1	-10	1	5	10	4	89	-5
CCOC(=O)C1=CC(=C2C(=O)N(CC)C(=S)N(CC)C2=O)c2ccccc2O1	0.8	1.1	1.1	9	-6	16	-9	3	90	-9
Clc1ccc2c(c1)C(OC1CN3CCC1CC3)c1ccccc1CS2 (configuration not stated)	0.9	0.85	1.1	-2	-8	10	2	2	106	13
CCCCCn1c(=O)c(C(=O)Nc2ccccc2S(N)(=O)=O)c(O)c2ccccc21	.	1.2	1.1	10	-8	.	-10	11	102	-11
CC1=CC(=C2C(=O)NC(=S)NC2=O)C=C(C(F)(F)F)N1Cc1ccccc1	1.1	1	1.1	90*	-9	-11	-90	6	75	5

Screening results (PubChem)
